# Rab9 prom act – qHTS Assay for Rab9 Promoter Activators; Huh7 Rab9 promoter-luciferase reporter, luminescence, 24 h; Potency, µM (titrated, usually from 9.22 µM), for inactives: at the top dose activation, negative = inhibition, most hits filed as activators; 320,000 compounds, 2.8% hits; also: potency is read from the fitted curve at half-maximal effect; % of control where 0% means no effect; nearly all actives have a fitted effect of over 60% in size
#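 Huh7 cells stably carrying Rab9 promoter–luciferase reporter, plated 1500 cells/well, compound added after 2 h and incubated 24 h at 37 °C; luciferase luminescence then read after 10 min with detection reagent.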
# ELG1 genotoxic – qHTS screen for small molecules that induce genotoxicity in human embryonic kidney (HEK293T) cells expressing luciferase-tagged ELG1; HEK293T ELG1-luciferase reporter, luminescence, 16 h; Potency, µM (highest dose often 46 µM), for inactives: at the highest dose activity change, positive = activation, usual class: activators; 330,000 compounds, 1.3% hits; AID 504466, 2011; also: potency is read from the fitted curve at half-maximal effect; % of control where 0% means no effect; nearly all actives have a fitted effect of over 60% in size
#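 Genotoxic stress is detected as increased luminescence from luciferase-tagged ELG1 in HEK293T cells, measured with ONE-Glo after a 16 hr treatment at 37 °C.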
# Gal4-VP16 FLuc – VP16 counterscreen qHTS for inhibitors of ROR gamma transcriptional activity | Drosophila S2 Gal4-VP16 UAS-luciferase, luminescence, 20 h | Potency, µM (highest dose often 53.6 µM), without a hit: at the highest dose activity, negative = inhibition, most hits filed as inhibitors | 310,000 compounds, 3.5% hits | AID 2546, 2010;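 also: Gal4-VP16 expression switched on by copper sulfate through the metallothionein promoter; potency is read from the fitted curve at half-maximal effect; % is scaled to controls: 0 for no effect and ±100 for the full control effect; nearly all actives have a fitted effect of over 50% in size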
# BRCA1 expr up – qHTS Assay to Identify Small Molecule Activators of BRCA1 Expression | Potency, µM (doses to about 46.1 µM), inactives show at the highest dose activation, most hits filed as activators | MCF7-BRCA1-FFLuc reporter, luminescence, 48 h; response scale: scaled: vehicle 0%, 10 µM genistein 100% | 380,000 compounds, 1.1% hits | AID 624202, 2012; also: potency is read from the fitted curve at half-maximal effect; nearly all actives have a fitted effect of over 80% in size; some results filed as inactive show a strong effect at the top dose
#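 MCF7-BRCA1-FFLuc cells, 2000/well in phenol-red-free MEM, attached 2 h then treated 48 h at 37 C. Luciferase luminescence read 15 min after reagent; normalized to genistein maximum activation (10microM) and DMSO, concentration-response fitted.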
# ELG1 repair inh – qHTS screen for small molecules that inhibit ELG1-dependent DNA repair in human embryonic kidney (HEK293T) cells expressing luciferase-tagged ELG1. HEK293T ELG1-luciferase reporter, luminescence, 16 h; DNA damage induced by 5-fluorouridine. Potency, µM (highest dose often 46.1 µM), for inactives: top-dose activity change, negative = inhibition, usual class: inhibitors. 330,000 compounds, 2.3% hits. AID 504467, 2011; also: potency is read from the fitted curve at half-maximal effect; % is scaled to controls: 0 for no effect and ±100 for the full control effect; nearly all actives have a fitted effect of over 55% in size
#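 5-Fluorouridine DNA damage + compound/DMSO, 2,000 cells/well, 16 h, 37 °C/5% CO2. ONE-Glo, 30 min RT, luminescence. Readout = decrease in reporter signal.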
# Tb PFK inh – qHTS Assay to Find Inhibitors of T. brucei phosphofructokinase; ATP-dependent 6-phosphofructokinase (Trypanosoma brucei brucei), O15648; 330,000 compounds, 0.17% hits; AID 485367, 2010; T. brucei PFK, ADP-Glo luminescence; Potency, µM (series often up to 57.5 µM), inactives show top-dose activity, negative = inhibition, usual class: inhibitors;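 also: potency is read from the fitted curve at half-maximal effect; 0% = uninhibited 1x PFK enzyme wells and -100% = no-enzyme wells; nearly all actives have a fitted effect of over 60% in size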
#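 Compounds were pin-transferred as a titration series up to 57 uM into substrate buffer (0.5 mM F6P, 0.1 mM ATP, pH 8.0), then 1.25 nM PFK was added and reactions ran 45 min before ADP-Glo detection.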
# NPC1 prom act – qHTS Assay for NPC1 Promoter Activators; Huh7 NPC1 promoter luciferase reporter, 24 h; Potency, µM (titrated, usually from 9.22 µM), for inactives: top-dose activation, usual class: activators; 320,000 compounds, 2.4% hits; AID 485313, 2010;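 also: potency is read from the fitted curve at half-maximal effect; % of control where 0% means no effect; nearly all actives have a fitted effect of over 60% in size; reporter is driven by a mutant NPC1 promoter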
#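 Luciferase expression driven by the NPC1 promoter was measured in stably transfected Huh7 cells after a 24 h compound incubation, using a luciferase reagent and a luminescence read.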
# FLuc counter – qHTS profiling assay for firefly luciferase inhibitor/activator using purifed enzyme and Km concentrations of substrates (counterscreen for miR-21 project); Luciferin 4-monooxygenase (Photinus pyralis), P08659; purified FLuc, Km substrates, luminescence inhibition; Potency, µM (highest dose often 57.5 µM), without a hit: at the top dose activity change, negative = inhibition, most hits filed as inhibitors; 360,000 compounds, 6.9% hits;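 also: potency is read from the fitted curve at half-maximal effect; plate controls were vehicle for no effect and reference inhibitor for full effect; nearly all actives have a fitted effect of over 55% in size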
#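 Purified P. pyralis luciferase (10nM final) with 10uM D-luciferin and 10uM ATP (Km levels) in 50mM Tris acetate pH 7.5, 10mM Mg acetate, 0.01% Tween-20, 0.05% BSA; qHTS 6-point titration, ~60 µM downward; luminescence read.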
# p53 reactivation – qHTS assay for re-activators of p53 using a Luc reporter. H1299 p53-A138V BP100-luciferase reporter, luminescence, 24 h. Potency, µM (top dose mostly 92.2 µM), without a hit: at the highest dose activity change, positive = activation, hits mostly activators. 320,000 compounds, 0.063% hits. AID 504706, 2011; also: potency is read from the fitted curve at half-maximal effect; % of control where 0% means no effect; nearly all actives have a fitted effect of over 45% in size
#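 p53-null H1299 cells stably carrying temperature-sensitive p53-A138V and a BP100-luciferase reporter were pinned with compounds (4-point, 1:5 series) and held 24 hrs at 37 deg C. Luminescence was read 10 min after detection reagent.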
# TRPV1 agonist – HTS Assay for Compounds that Act as Agonists of the Vanilloid Receptor 1. activation, % at 8.33 µM. TRPV1-expressing cells, Fluo-8 calcium influx, agonist mode. Transient receptor potential cation channel subfamily V member 1 (Homo sapiens), Q8NER1. 320,000 compounds, 0.19% hits; in the data active = activation above about 80%; inconclusive = between about 30% and that limit; also: 0% is about no effect
# Target sequence (Q8NER1 whole entry, looked up): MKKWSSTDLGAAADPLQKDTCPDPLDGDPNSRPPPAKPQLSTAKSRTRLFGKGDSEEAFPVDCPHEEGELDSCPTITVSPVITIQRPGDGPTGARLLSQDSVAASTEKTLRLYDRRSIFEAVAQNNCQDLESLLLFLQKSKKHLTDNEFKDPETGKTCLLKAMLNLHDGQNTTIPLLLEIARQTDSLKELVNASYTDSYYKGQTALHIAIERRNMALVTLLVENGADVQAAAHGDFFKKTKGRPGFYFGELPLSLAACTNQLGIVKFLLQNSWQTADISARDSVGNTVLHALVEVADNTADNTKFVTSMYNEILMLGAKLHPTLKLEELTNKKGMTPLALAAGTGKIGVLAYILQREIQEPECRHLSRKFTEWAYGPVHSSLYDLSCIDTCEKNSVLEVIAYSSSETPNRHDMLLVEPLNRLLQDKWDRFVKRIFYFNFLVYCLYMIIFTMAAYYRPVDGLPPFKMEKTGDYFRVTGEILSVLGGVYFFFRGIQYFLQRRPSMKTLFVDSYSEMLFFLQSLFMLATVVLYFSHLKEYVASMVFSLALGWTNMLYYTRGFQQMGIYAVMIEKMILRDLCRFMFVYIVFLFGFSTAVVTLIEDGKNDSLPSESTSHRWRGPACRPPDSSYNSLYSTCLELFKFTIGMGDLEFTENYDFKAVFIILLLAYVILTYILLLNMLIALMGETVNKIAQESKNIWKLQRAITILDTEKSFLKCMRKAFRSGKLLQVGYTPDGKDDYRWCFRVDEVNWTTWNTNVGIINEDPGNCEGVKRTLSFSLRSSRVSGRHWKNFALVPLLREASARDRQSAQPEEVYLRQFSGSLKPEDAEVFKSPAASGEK
#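 Cells expressing TRPV1 were dye-loaded with Fluo-8 and read kinetically: 10 s baseline, 3 min after compound (agonist portion), then 2 min after EC20 capsaicin (allosteric enhancer portion). Calcium-bound dye fluorescence at 480/520 nm.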
# RORg inh – qHTS for inhibitors of ROR gamma transcriptional activity | Drosophila S2 Gal4-RORgamma UAS-luciferase reporter, 20 h | AID 2551, 2010 | 310,000 compounds, 5.4% hits | Potency, µM (highest dose often 53.6 µM), for inactives: at the top dose activity change, negative = inhibition, most hits filed as inhibitors | Nuclear receptor ROR-gamma (Mus musculus), P51450; also: potency is read from the fitted curve at half-maximal effect; % is scaled to controls: 0 for no effect and ±100 for the full control effect; nearly all actives have a fitted effect of over 60% in size
#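 Drosophila S2 cells stably expressing Gal4-DBD/mouse RORγ fusion under metallothionein promoter plus UAS-luciferase; compound 1 h, then 700 uM CuSO4 induction for 20 h at ambient temperature; inhibition read as reduced luminescence.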
# Numbers without * were called inactive; ? = inconclusive; . = no result given; & = joins results of further samples; [ ] = dose if it differs, or a comment. Unless noted, calls follow the shape of the dose curve; as a rule, active = well fitted curve in the direction sought with a large enough effect; inconclusive = small, poorly fitted or top-dose-only effect, or another doubt; inactive = no such curve, though single readings can be large; an effect the other way counts as inactive or inconclusive.
No.	SMILES	Rab9 prom act	ELG1 genotoxic	Gal4-VP16 FLuc	BRCA1 expr up	ELG1 repair inh	Tb PFK inh	NPC1 prom act	FLuc counter	p53 reactivation	TRPV1 agonist	RORg inh
1	CCCCNC(=O)Cn1nc(-c2ccc(C)cc2)ccc1=O	5%	0%	-5%	17%	8%	3%	0%	-1%	-2%	-1	-9%
2	COC(=O)c1ccc(Cl)c(NC(C)=O)c1	-2%	1%	1%	1%	10%	-5%	0%	0%	-11%	3	18%
3	COc1ccc(CN(C)CC(=O)Nc2ccc(SC(F)F)cc2)cc1OC	-10%	0%	?	-41%	?	-1%	-13%	6%	-3%	?	23%
4	Cc1ccccc1COn1nnc2ccc(S(=O)(=O)N3CCOCC3)cc21	-3%	1%	.	-5%	2%	-1%	-2%	4%	-4%	?	.
5	CCOC(=O)c1cnc(SC2CCc3ccccc3C2=O)nc1N (centres undefined)	-4%	11%	4%	48%	?	-6%	3%	?	24%	14	14%
6	COCCCn1c(SCC(=O)NC(C)(C)C)nnc1-c1cccs1	1%	-1%	6%	0%	-6%	-1%	-10%	1%	-5%	-2	6%
7	CCc1cccc(C)c1NC(=O)COC(=O)C1CC(=O)N(CCc2ccc(OC)c(OC)c2)C1 (centres undefined)	1%	2%	.	-18%	2%	0%	-3%	2%	-3%	-1	.
8	COCCN(C(=O)COC(=O)CCSc1ccc(F)cc1)c1c(N)n(Cc2ccccc2)c(=O)[nH]c1=O	-5%	-1%	.	-22%	8%	0%	-1%	4%	2%	-3	.
9	CCOC(=O)c1oc2ccccc2c1NC(=O)c1ccc(S(=O)(=O)N2CCCC2)cc1	4%	3%	-5%	-2%	0%	-2%	-4%	-1%	-5%	7	7%
10	O=C(NCc1cccc(F)c1)C1CCN(S(=O)(=O)Cc2ccccc2)CC1	2%	-2%	2%	1%	2%	1%	0%	9%	6%	8	23%
11	N#Cc1c(-c2ccccc2Cl)c2c([nH]c1=O)-c1ccccc1OC2	-7%	0%	-1%	0%	-7%	-1%	-6%	-8%	-2%	-1	-17%
12	Nc1c(C(=O)NCc2ccco2)nnn1CC(=O)Nc1ccc2c(c1)OCO2	15%	1%	-4%	0%	-14%	-1%	0%	-5%	8%	0	-7%
13	CCN(c1ccccc1)S(=O)(=O)c1cc(C(=O)OC(C)C(=O)Nc2ccc3c(c2)OCCO3)ccc1C (centres undefined)	-16%	-11%	-16%	-2%	?	-29%	-10%	-3%	-1%	5	18%
14	CCOc1ccc(/C=N/OCC(=O)NCc2ccco2)cc1	-2%	-2%	-3%	-11%	-29%	4%	-4%	2%	-3%	0	26%
15	COc1cc(C(CCN2CCCCC2)c2c(OC)cc(OC)c3c(C)cc(=O)oc23)cc(OC)c1OC (centres undefined)	-8%	8%	-1%	-19%	?	1%	-4%	1%	-4%	5	-11%
16	COc1ccc(N2CCN(S(=O)(=O)/C=C/c3ccccc3)CC2)cc1	-4%	-6%	-8%	6%	-8%	-6%	1%	0%	14%	9	-12%
17	O=C1Nc2ccccc2SC1c1ccccc1 (centres undefined)	-2%	0%	-8%	9%	8%	-13%	1%	-1%	1%	0	19%
18	Cc1ccc(N2CC(C(=O)OCC(=O)C(C)(C)C)CC2=O)cc1C (centres undefined)	-8%	2%	-3%	-1%	-1%	1%	2%	-2%	-7%	20	15%[10 µM]
19	COc1ccc(CN=C2NN=C(c3ccccc3)CS2)cc1	?	13%	-2%	?	1%	-8%	18%	27µM*	?	15	2µM*
20	O=C(C1COc2ccccc2O1)N1CCN(c2nc3c(F)cc(F)cc3s2)CC1 (centres undefined)	17%	1%	.	38%	-27%	-1%	10%	?	9%	22	.
21	Oc1ccc(O)c(-c2cnns2)c1	-6%	-1%	?	-27%	?	?	-14%	8.5µM*	-2%	-1	3.2µM*
22	O=C(CSc1nc2[nH]ncc2c(=O)[nH]1)NCc1ccccc1Cl	1%	0%	-2%	5%	-1%	1%	-4%	5%	-3%	-3	2%
23	CCOC(=O)COc1ccc(N)cc1CC(NC(C)=O)(C(=O)OCC)C(=O)OCC	-4%	2%	-8%	2%	1%	0%	-3%	1%	7%	0	-22%
24	CCN1C(=O)C(CC(=O)NC)N(NC(=O)c2ccccc2)C1=S (centres undefined)	-5%	3%	-11%	-8%	21%	0%	-1%	-1%	21%	0	-3%
25	COc1ccc(Cc2nnc(SC(C)C(=O)Nc3ccc(F)cc3Cl)o2)cc1 (centres undefined)	-1%	2%	.	-9%	-6%	-5%	-1%	-1%	0%	0	.
26	CCCC(=O)N1CCN(c2ccc(NC(=O)c3ccc(Br)o3)cc2)CC1	0%	7%	12%	30%	8%	?	5%	-7%	5%	-1	39%
27	Cc1onc(-c2c(F)cccc2Cl)c1C(=O)N1CCCc2ccccc21	-2%	-2%	1%	-60%	-21%	0%	-10%	2%	6%	24	-3%
28	Cc1ccccc1-c1nc2ccccc2o1	-6%	3%	19%	5%	28%	-1%	-1%	8.5µM*	4%	1	24%
29	O=C(Cn1cnc2c(nnn2Cc2ccc(F)cc2)c1=O)N1CCCc2ccccc21	-2%	0%	5%	-23%	?	-4%	-5%	6%	10%	5	-3%
30	O=C(c1c(F)cccc1F)N1CCN(CCOc2ccccc2)CC1	-1%	-15%	5%	-10%	21µM*	-3%	-4%	3%	-1%	0	2%
31	COC(=O)CCN(C(=O)c1cccc([N+](=O)[O-])c1)c1ccccn1	0%	0%	-5%	-31%	-1%	5%	-2%	0%	14%	3	5%
32	O=S(=O)(c1cccc2nonc12)N1CCCCCC1	4%	-1%	-14%	-12%	1%	-3%	-2%	2%	-1%	1	-2%
33	O=C(c1cc(N2C(=O)C3C4CCC(C4)C3C2=O)ccc1Cl)N1CCCCCC1 (centres undefined)	-4%	9%	-5%	0%	12%	-1%	-3%	4%	4%	1	2%
34	CC(C)C(c1nnnn1C1CCCCC1)N1CCOCC1 (centres undefined)	6%	-4%	-1%	5%	?	1%	0%	2%	-1%	1	6%
35	Cc1ccc(S(=O)(=O)N2CCN(S(=O)(=O)N3CCC(C)CC3)CC2)c(C)c1	0%	-1%	-7%	-10%	-1%	1%	2%	-1%	-2%	3	-10%
36	COCCOC(=O)CSc1ncccc1-c1nc2cc(C)c(C)cc2[nH]1	3.5µM*	?	?	16%	?	-8%	?	2.1µM*	24%	16	?
37	Cc1nc(-n2nnc3ccccc32)c2c3c(sc2n1)CCCC3	-5%	-6%	-12%	-22%	?	-2%	1%	7%	-3%	29	-18%
38	O=C(CSc1nnc(-c2cccnc2)n1Cc1ccco1)Nc1nc(-c2ccc(F)cc2)cs1	-2%	-7%	3%	-60%	21µM*	2%	1%	15µM*	7%	-3	?
39	Cc1cc(NC(=O)CCN2C(=O)/C(=C\c3ccccc3)SC2=S)no1	0%	0%	1%	0%	0%	2%	-5%	-1%	2%	.	12%
40	Cc1ccc(NC(=O)c2cc(C(C)(C)C)nn2Cc2ccccc2)cc1	3%	-10%	-19%	-9%	?	0%	1%	-14%	7%	?	-16%
41	Cc1ccccc1NC(=O)Cn1nc(C)n2cccc2c1=O	-1%	1%[9.26 µM]	-19%	5%	12%	-4%	-3%	-1%	-2%	-4	-24%
42	CSc1ccc(CNCCN2CCOCC2)cc1	-2%	-1%	1%	10%	-14%	1%	-4%	-2%	-10%	0	-31%
43	Clc1ccc2c(c1)CCc1cccnc1C2=C1CCNCC1	-3%&-3%	0%	-3%&-1%&-1%	.	-5%	-4%&6%	-5%&1%	-1%&1%	-2%	15&-2	-13%&-1%&-9%
44	N=c1sccn1CC(=O)Nc1cc(S(=O)(=O)N2CCCCC2)ccc1Cl	-2%	0%	-12%	0%	12%	-1%	1%	2%	-2%	0	2%

# Screens deposited in PubChem by National Center for Advancing Translational Sciences (NCATS).
